CHRM1 antagonist: blocks human M1 muscarinic receptor; P11229; CHO-K1 hM1, Fluo-8 calcium fluorescence, ACh EC80 antagonist; inhibition, % at 3 µM; hit rate 1.3% among 360,000; AID 588852;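 active = percent inhibition above its own plate's cutoff, namely the mean of that plate's compound wells plus 3 SD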;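 note: peak over basal fluorescence ratio during 140 s after agonist addition; 0% = ACh EC80 plus DMSO and 100% = DMSO alone without agonist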
CHRM1 PAM: human CHRM1 positive allosteric modulation; AID 588819; hit rate 0.088% among 360,000; CHO-K1 hM1, Fluo-8 calcium fluorescence, ACh EC20; 0% = ACh EC20, 100% = maximal ACh; activation, % at 3 µM; P11229; in the data active = activation above about 19%, passing the limit was not always enough
M1 ag: human M1 muscarinic receptor agonism; CHO-K1 hM1, Fluo-8 calcium fluorescence, agonist mode; 0% DMSO, 100% acetylcholine EC100; activation, % at 3 µM; hit rate 0.33% among 360,000; AID 588814;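 active = activation above the run's mean compound activation plus 3 SD, cut at about 16% in these data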;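 note: peak over basal fluorescence ratio within a 140 s kinetic read after compound addition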
CHRM4 antagonist: antagonists of human muscarinic M4 receptor (CHRM4); P08173; CHO-hM4 cells, ACh EC80, Fluo-8 calcium fluorescence; inhibition, % at 3 µM; hit rate 0.73% among 360,000; AID 624125;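 active = inhibition above its plate's cutoff, the mean inhibition of sample wells plus 3 SD, cut at about 27% in these data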;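 note: 0% = acetylcholine EC80 with DMSO and 100% = DMSO without agonist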
Target sequence (P08173 whole entry, looked up): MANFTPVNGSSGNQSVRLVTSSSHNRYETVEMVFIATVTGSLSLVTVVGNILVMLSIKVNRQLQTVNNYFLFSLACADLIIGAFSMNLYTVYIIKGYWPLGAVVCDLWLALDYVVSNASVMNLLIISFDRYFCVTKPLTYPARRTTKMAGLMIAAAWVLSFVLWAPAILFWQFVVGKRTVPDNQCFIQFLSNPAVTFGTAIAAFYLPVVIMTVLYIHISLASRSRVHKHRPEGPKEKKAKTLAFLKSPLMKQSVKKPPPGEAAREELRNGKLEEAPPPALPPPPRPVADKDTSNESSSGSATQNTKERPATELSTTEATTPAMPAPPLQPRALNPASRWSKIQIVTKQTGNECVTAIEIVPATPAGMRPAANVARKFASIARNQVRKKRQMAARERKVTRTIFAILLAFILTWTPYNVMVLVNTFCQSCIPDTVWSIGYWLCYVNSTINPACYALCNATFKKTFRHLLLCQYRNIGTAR
TAAR1 ag: human TAAR1 agonism; Q96RJ0; CHO RD-HGA16 TAAR1, Fluo-8 calcium fluorescence; vehicle wells 0%, saturating PEA agonist 100%; activation, % at 3 µM; hit rate 0.99% among 360,000; AID 624467;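 active = activation above the mean activation of all test compounds in the run plus 3 SD, cut at about 38% in these data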
Target sequence (Q96RJ0 whole entry, looked up): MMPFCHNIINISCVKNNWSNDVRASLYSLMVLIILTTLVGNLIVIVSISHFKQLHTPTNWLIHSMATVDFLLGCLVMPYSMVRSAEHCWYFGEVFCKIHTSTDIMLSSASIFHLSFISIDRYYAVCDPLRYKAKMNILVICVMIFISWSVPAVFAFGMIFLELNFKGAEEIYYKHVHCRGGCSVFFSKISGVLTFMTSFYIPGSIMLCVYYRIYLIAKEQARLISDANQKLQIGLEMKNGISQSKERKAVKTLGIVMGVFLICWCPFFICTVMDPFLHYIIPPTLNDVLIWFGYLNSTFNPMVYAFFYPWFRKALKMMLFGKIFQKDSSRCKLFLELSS
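Benchmarks: low control DMSO, high control PEA (EC100); System: CHO RD-HGA16 cells carrying human TAAR1 plus Gα16; Detection: Fluo-8 fluorescence, 5 s baseline then 140 s kinetic read; Schedule: 17-24 h plating, Fluo-8 75 min 37 °C, 30 min RT; Read-out basis: % activation from peak over basal fluorescence ratio, DMSO-to-PEA scaled.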
M5 antag: blocks acetylcholine activation of human M5 receptor | P08912 | CHO-hM5 cells, Fluo-8 calcium fluorescence, ACh EC80 | inhibition, % at 3 µM | hit rate 0.59% among 360,000;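 active = inhibition above a per-plate cutoff, the mean of that plate's test compounds plus 3 SD, cut at about 27% in these data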;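 note: 0% = acetylcholine EC80 with DMSO and 100% = DMSO without agonist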
M4 ag: CHRM4 agonism in calcium assay; activation, % at 3 µM; AID 624127; hit rate 0.14% among 360,000; CHO-K1 hM4/Gqi5, Fluo-8 calcium fluorescence; vehicle 0%, full acetylcholine response 100%; P08173;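 active = activation above the run mean over all test wells plus 3 SD, cut at about 32% in these data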;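 note: peak over basal fluorescence ratio per well then scaled between controls; 0% = DMSO wells and 100% = acetylcholine at EC100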
M5 PAM: potentiates acetylcholine response at human M5 receptor | CHO-K1 hM5, Fluo-8 calcium, ACh EC20 PAM; 0% = ACh EC20, 100% = ACh EC100 | AID 624038 | activation, % at 3 µM | hit rate 0.3% among 360,000;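 active = activation above the run cutoff, the mean activation of all test compounds plus 3 SD, cut at about 18% in these data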
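system = human M5 receptor in CHO-K1 cells | compound = one concentration, 3 µM final (nominal) | schedule = Post-acetylcholine fluorescence recording 140 s | signal = Fluo-8 calcium dye fluorescence, kinetic read | benchmarks = low control EC20 acetylcholine (0%), high control EC100 acetylcholine (100%) | repeats = singlicate, one well per test compound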
M5 ag: agonists of human muscarinic M5 receptor (CHRM5); P08912; CHO-K1 hM5 cells, Fluo-8 calcium fluorescence; 0% DMSO wells, 100% maximal acetylcholine response; activation, % at 3 µM; hit rate 0.19% among 360,000; AID 624037;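 active = activation above the run's mean over test compounds plus 3 SD, cut at about 23% in these data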;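 note: signal is peak over basal fluorescence ratio across the kinetic read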
An asterisk follows results filed as active; nt = not tested or not shown. Some of the compounds tested; the hit share may differ from the screen's.

Values run as follows: CHRM1 PAM, M1 ag, CHRM4 antagonist, M5 ag, TAAR1 ag, CHRM1 antagonist, M5 antag, M5 PAM, M4 ag
1: CCOc1ccc(S(=O)(=O)Nc2ccccc2C(=O)NCC2CCCO2)cc1 (centres undefined)
  4, -2, -3, 2, 8, -2, 3, -3, 2
2: CCOC(=O)c1oc2ccccc2c1NC(=O)C1CCCCC1
  -7, -2, 12, 4, nt, 13, 20, -13, 12
3: O=C(NNC(=O)C1CCN(c2ncccn2)CC1)c1ccccc1
  3, -2, 1, 6, 0, -2, -5, 26*, 1
4: O=C(CSCc1ccccc1)Nc1ccc2c(c1)OCO2
  4, -3, -5, -4, 4, -20, -2, -2, 1
5: O=C(Cc1ccc(-n2c(=O)c3sccc3n(CC(=O)Nc3ccccc3)c2=O)cc1)NCc1ccco1
  10, -3, 0, 2, 1, -14, 0, 14, 0
6: COc1cccc(/C=N/Nc2ccc([N+](=O)[O-])cc2)c1O
  -1, 0, -22, 5, 15, -13, -6, -4, 18
7: COc1nc(Nc2ccc(C(C)=O)cc2)nc(OC)n1
  10, -6, 1, 0, 5, -7, 5, -2, -2
8: Cc1cc(/C=C(\C#N)C(=O)O)c(C)n1-c1ccc(Br)cc1
  3, -3, -9, -3, -1, -15, 3, 6, 0
9: O=C(Nc1ccccn1)c1ccc2c(c1)OCO2
  7, -4, 3, 4, -1, -11, -1, 3, 3
10: FC(F)C(F)(F)Oc1cccc(-c2n[nH]c(=S)n2Cc2ccccc2)c1
  2, -4, 7, -5, 0, -4, -1, -1, -1

Values run as follows: CHRM1 PAM, M1 ag, CHRM4 antagonist, M5 ag, TAAR1 ag, CHRM1 antagonist, M5 antag, M5 PAM, M4 ag
11: CC(=O)NCCNc1nc2c(-c3cccc(C)c3)nnn2c2ccccc12
  0, -2, -18, -3, 2, -5, -7, 0, 2
12: N#Cc1c(N)n(CCOC(=O)c2cccc([N+](=O)[O-])c2)c2nc3ccccc3nc12
  11, 0, -3, 4, 9, -15, 9, 1, 4
13: CCOc1ccccc1C(=O)OCC(=O)NCC1CCCO1 (centres undefined)
  5, -1, -7, 4, 9, 4, 11, -7, 0
14: CC(=O)Nc1ccc(NC(=O)CSCCc2ccccn2)cc1
  1, -8, -2, -2, 12, 3, -9, 2, 1
15: CC1CCCCC1NC(=O)NC(=O)CCl (centres undefined)
  2, -2, -3, -1, 3, -5, -4, 9, 1
16: Cc1ccccc1C(=O)Nc1ccc(S(=O)(=O)NCC2CCCO2)cc1 (centres undefined)
  3, 5, -6, 8, 2, -10, 12, 0, 7
17: Cc1ccc(S(=O)(=O)NCC(=O)OCC(=O)N(CCC#N)c2ccccc2)cc1
  3, -2, 0, 5, 0, -2, 8, 2, 0
18: Cc1sc2nc(SCc3nc4ccccc4[nH]3)n(Cc3ccco3)c(=O)c2c1C
  5, 1, 10, 1, 1, 3, 8, -3, -2
19: Cc1c(Cl)cccc1NC(=O)CC1Sc2ccccc2NC1=O (centres undefined)
  13, -3, -12, 1, 0, -21, 2, 2, 1
20: CC(C)(C)NCc1cc2ccccc2[nH]c1=O
  7, -6, -5, -3, 7, -11, -3, 4, 1

Values run as follows: CHRM1 PAM, M1 ag, CHRM4 antagonist, M5 ag, TAAR1 ag, CHRM1 antagonist, M5 antag, M5 PAM, M4 ag
21: Cc1ccc(C)c(NC(=O)CN(C)C(=O)c2ccncc2)c1
  4, -2, 2, -2, 0, -4, 4, 7, 1
22: COc1cccc(OC)c1C(=O)Nc1sc2c(c1C(N)=O)CCN(Cc1ccccc1)C2
  4, 5, -13, 6, 11, -11, 0, -5, 4
23: O=C(Nc1ccc2c(c1)OCCO2)C(c1ccnc2ccccc12)n1c(=O)c(-c2ccco2)nc2ccccc21 (centres undefined)
  nt, nt, 7, 2, 2, nt, 0, -1, 1
24: COc1cc2c(cc1OC)-c1nnc(-c3cccs3)n1C(C)(C)C2
  6, -1, -19, 1, 1, -15, -7, -5, 6
25: COc1ccc(NS(=O)(=O)c2ccc(Cl)c(NC(=O)c3cccnc3Cl)c2)cc1
  0, 3, 9, 12, 5, -2, 4, -1, 7
26: CC(=O)Nc1ccc(S(=O)(=O)N2CCN(C(=O)c3ncoc3-c3cccc(C)c3)CC2)cc1
  4, -3, -1, 0, 2, 6, 5, -2, 0
27: Cc1cc(NC(=O)CSCC(=O)NCc2cccc(C(F)(F)F)c2)no1
  2, -1, 6, 1, 1, -12, -1, -5, 1
28: COc1ccc(N2C(=O)c3ccccc3NC23CCCCC3)cc1
  -2, -3, -6, 2, 4, -6, 5, -5, 0
29: CCc1ccc(-c2nc(SCC(=O)NC3CC3)n[nH]2)cc1
  5, -3, -4, 2, 7, 0, -1, 6, 0
30: CN1CCN(C(c2cccc(C(F)(F)F)c2)c2nnnn2Cc2ccccc2)CC1 (centres undefined)
  4, -4, -14, -2, 4, -5, 3, -10, 8

Values run as follows: CHRM1 PAM, M1 ag, CHRM4 antagonist, M5 ag, TAAR1 ag, CHRM1 antagonist, M5 antag, M5 PAM, M4 ag
31: COc1ccc(CCNC(=O)Cn2cnc3c(nnn3Cc3ccccc3F)c2=O)cc1OC
  11, -2, 1, 0, 1, -13, -4, 1, 0
32: CCCOc1ccc(F)cc1-c1cc(C(=O)NCc2ccc(F)cc2)[nH]n1
  -9, -7, -9, -3, 4, 2, 1, -7, 5
33: O=C(Nc1cccnc1)c1ccc2ccccc2c1O
  1, 1, 12, 7, 32, -3, 14, -4, 4
34: CC(C)CC(=O)CN1C(=O)C2(OCCO2)c2ccccc21
  8, -7, -17, 0, 5, -11, -12, 6, 0
35: N/C(=N\OS(=O)(=O)c1cccc([N+](=O)[O-])c1)c1ccncc1
  9, -2, 5, 0, 0, -2, 0, -1, 1
36: O=C(CCn1c(=O)c2ccccc2n(CC(=O)N2CCN(c3ccccc3)CC2)c1=O)NCc1ccco1
  4, -4, -2, -2, 0, -4, 5, -1, 3
37: CC(=O)c1ccc(NS(=O)(=O)Cc2ccccc2)cc1
  5, -2, -4, -1, 9, -9, -5, 1, 2
38: Cn1c(-c2ccc(C=O)s2)nc2ccccc21
  7, -6, -7, -5, -5, -10, 0, -6, 0
39: O=C(N/N=C/c1sc(N2CCOCC2)nc1-c1ccccc1)c1ccccc1Cl
  7, 1, -1, 1, 3, 5, -7, 6, 1
40: CNC(=O)c1ccsc1NC(=O)c1coc2ccccc2c1=O
  -9, -5, 2, -1, 1, 10, -3, -5, 6

Values run as follows: CHRM1 PAM, M1 ag, CHRM4 antagonist, M5 ag, TAAR1 ag, CHRM1 antagonist, M5 antag, M5 PAM, M4 ag
41: COc1ccccc1CNC(=O)c1sccc1-c1ccccc1
  6, -9, 4, -6, -4, -5, 10, 3, 1
42: CCOCCCN1C(=O)C(=O)N(CC(=O)N2c3ccccc3NC(=O)CC2C)C1=O (centres undefined)
  4, -2, -15, -1, 0, -7, -5, 5, 1
43: COc1ccccc1CNCC(=O)Nc1ccccc1-n1cccc1
  5, -3, -7, -7, 11, 0, 4, 3, 3
44: O=C(c1ccc(Cl)c(S(=O)(=O)N2CCCC2)c1)N1CCN(c2ncccn2)CC1
  10, -9, -3, 3, 3, -4, 4, 2, 3
45: Cc1ccc(C)c(N(C)C(=O)c2cc3c(=O)[nH]c4ccc(C)cc4c3s2)c1
  7, -5, -3, -1, -2, -8, 2, 3, 0
46: COc1ccc(Br)cc1CN1CCN(c2ncccn2)CC1
  -2, -7, -1, -5, 0, -1, 12, -4, 0
47: CCOC1(OCC)C(c2ccc(Cl)cc2)C(C#N)(C#N)C1(OCC)OCC (centres undefined)
  4, -4, 2, -17, -2, -7, -1, -1, -2
48: COC(=O)[C@@]12CCCCN1[C@H](c1ccc(-c3ccc(F)cc3)cc1)[C@H]1C(=O)N(C)C(=O)[C@H]12
  3, -4, -8, 1, 5, -3, -2, 0, 2
49: O=C(N/N=C/c1cccc(OCc2ccccc2)c1)c1ccc(Br)cc1
  3, -2, 0, -5, 1, -14, -3, 3, 0
50: COc1ccc(CN(C)C(=O)c2ccc3c(=O)n4c(nc3c2)CCC4)c(OC)c1
  -3, -4, 1, -4, 1, 10, 8, -2, 2

Values run as follows: CHRM1 PAM, M1 ag, CHRM4 antagonist, M5 ag, TAAR1 ag, CHRM1 antagonist, M5 antag, M5 PAM, M4 ag
51: COc1ccc(C)cc1NC(=O)CSc1ccc(-c2sc(C)nc2C)nn1
  1, 0, 1, 0, 2, -1, 7, -1, 6
52: Cn1cnnc1SCC(=O)Nc1ncc(C(F)(F)F)cc1Cl
  2, -2, -1, -2, 4, 8, 0, 15, 1
53: Cc1cc(C)n2c(NC3CCCC3)c(-c3cc4ccccc4o3)nc2n1
  nt, nt, -7, 0, -2, nt, 2, 2, 2
54: CCOC(=O)N1CCC(NC(=O)CS(=O)Cc2nc(-c3ccc(OC)c(OC)c3)oc2C)CC1 (centres undefined)
  6, -7, 17, -1, 0, -8, -3, -3, -1
55: O=C(Nc1ccc(S(=O)(=O)N2CCCCC2c2cccnc2)cc1)c1c(F)cccc1F (centres undefined)
  5, -8, -10, 0, 5, -6, -9, -4, 6
56: CC1(C(=O)O)CCCN(C(=O)c2ccc(OC(F)F)cc2)C1 (centres undefined)
  14, 0, -7, -1, 3, -24, -8, 0, 1
57: CC(=O)C(=Cc1ccc(-c2ccccc2)cc1)C(=O)c1ccccc1
  nt, nt, 10, -1, -1, nt, 13, -7, 0
58: COc1ccc(-c2[nH]ncc2CN2CCCC(C(=O)c3cccc(OC)c3)C2)cc1 (centres undefined)
  -18, -13, 1, -3, 9, 11, -4, -10, 2
59: CCc1c(C)nc2ncnn2c1N1CCC(C(=O)Nc2ccccc2)CC1
  -11, -9, -4, 2, 6, 24, 6, -8, 2
60: CCOc1cccc2cc(-c3nnc(NCc4ccco4)s3)c(=O)oc12
  4, -3, -8, -3, 4, -7, -3, 5, 1
61: Cc1ccc2c(c1)N(Cc1ccncc1)C(=O)C(C)O2 (centres undefined)
  5, -5, -12, -4, 5, -14, 0, 2, 3
62: Nc1nc(-c2ccc3c(c2)OCCO3)cs1
  2, -2, -1, 0, 0, 3, -2, 3, 1
63: C=CCCC(=O)N1C[C@H]2CCN(C)[C@H]2C[C@H]1c1ccc(Br)cc1
  -12, -12, 1, -3, -1, 24, 1, 0, 0

Compound profiles, from the list above. Order of screens: CHRM1 PAM | M1 ag | CHRM4 antagonist | M5 ag | TAAR1 ag | CHRM1 antagonist | M5 antag | M5 PAM | M4 ag
COc1ccc(-c2[nH]ncc2CN2CCCC(C(=O)c3cccc(OC)c3)C2)cc1 (centres undefined) is entered as -18 | -13 | 1 | -3 | 9 | 11 | -4 | -10 | 2
CC1(C(=O)O)CCCN(C(=O)c2ccc(OC(F)F)cc2)C1 (centres undefined) is entered as 14 | 0 | -7 | -1 | 3 | -24 | -8 | 0 | 1
